CHRM4 PAM – CHRM4 positive allosteric modulation | P08173 | CHO-K1 hM4/Gqi5, Fluo-8 calcium fluorescence, ACh EC20; 0% = ACh EC20, 100% = maximal ACh | activation, % at 3 µM | actives 0.4% (n = 360,000);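 active = activation above its plate's cutoff, the mean activation of sample wells plus 3 SD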; also: some results filed as inactive read as strong as hits
Target sequence (P08173 whole entry, looked up): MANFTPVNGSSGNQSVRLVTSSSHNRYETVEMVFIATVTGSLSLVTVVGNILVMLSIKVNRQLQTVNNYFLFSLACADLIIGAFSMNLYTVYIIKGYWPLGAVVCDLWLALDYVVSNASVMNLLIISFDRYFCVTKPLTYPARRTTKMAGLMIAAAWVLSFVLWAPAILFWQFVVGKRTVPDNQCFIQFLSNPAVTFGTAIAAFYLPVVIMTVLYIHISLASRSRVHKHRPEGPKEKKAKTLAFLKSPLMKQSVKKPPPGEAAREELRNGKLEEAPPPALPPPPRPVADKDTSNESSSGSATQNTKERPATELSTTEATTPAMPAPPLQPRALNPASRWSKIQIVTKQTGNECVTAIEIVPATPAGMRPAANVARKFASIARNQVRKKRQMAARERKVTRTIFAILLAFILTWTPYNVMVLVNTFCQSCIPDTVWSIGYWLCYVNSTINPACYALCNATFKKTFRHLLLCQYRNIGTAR
CHRM4 antagonist – CHRM4 antagonism in calcium assay; P08173; CHO-hM4 cells, ACh EC80, Fluo-8 calcium fluorescence; inhibition, % at 3 µM; actives 0.73% (n = 360,000);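 active = inhibition above its plate's cutoff, the mean inhibition of sample wells plus 3 SD, cut at about 27% in these data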;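 also: 0% = acetylcholine EC80 with DMSO and 100% = DMSO without agonist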
CHRM5 agonist – agonists of human muscarinic M5 receptor (CHRM5); P08912; CHO-K1 hM5 cells, Fluo-8 calcium fluorescence; 0% DMSO wells, 100% maximal acetylcholine response; activation, % at 3 µM; actives 0.19% (n = 360,000);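 active = activation above the run's mean over test compounds plus 3 SD, cut at about 23% in these data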;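 also: signal is peak over basal fluorescence ratio across the kinetic read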
Target sequence (P08912 whole entry, looked up): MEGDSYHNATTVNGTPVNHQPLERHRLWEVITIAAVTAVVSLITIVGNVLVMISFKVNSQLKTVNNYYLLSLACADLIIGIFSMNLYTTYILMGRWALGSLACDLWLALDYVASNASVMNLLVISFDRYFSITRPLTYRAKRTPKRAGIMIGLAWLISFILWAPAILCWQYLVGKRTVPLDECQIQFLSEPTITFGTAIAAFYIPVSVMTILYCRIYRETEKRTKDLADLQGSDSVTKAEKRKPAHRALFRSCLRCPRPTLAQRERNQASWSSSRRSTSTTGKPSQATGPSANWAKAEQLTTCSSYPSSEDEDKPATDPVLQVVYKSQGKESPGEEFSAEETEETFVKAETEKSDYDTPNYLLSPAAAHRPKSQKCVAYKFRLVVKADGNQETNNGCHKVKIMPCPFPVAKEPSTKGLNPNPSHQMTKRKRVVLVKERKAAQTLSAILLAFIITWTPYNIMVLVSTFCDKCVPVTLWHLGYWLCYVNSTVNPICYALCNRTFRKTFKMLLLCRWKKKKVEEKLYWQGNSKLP
CHO-K1 Ca antag – nonselective inhibitor or artifact in parental CHO-K1 cells | ATP-induced calcium, Fluo-8 fluorescence | actives 0.6% (n = 360,000) | inhibition, % at 3 µM | AID 602250;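 active = inhibition above a per-plate cutoff, the plate's mean sample inhibition plus 3 SD, cut at about 24% in these data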;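 also: 0% = DMSO plus EC80 ATP and 100% = DMSO alone without ATP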
CHRM5 antagonist – blocks acetylcholine activation of human M5 receptor. P08912. CHO-hM5 cells, Fluo-8 calcium fluorescence, ACh EC80. inhibition, % at 3 µM. actives 0.59% (n = 360,000);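 active = inhibition above a per-plate cutoff, the mean of that plate's test compounds plus 3 SD, cut at about 27% in these data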;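 also: 0% = acetylcholine EC80 with DMSO and 100% = DMSO without agonist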
CHO-K1 Ca PAM – M1 PAM counterscreen hit in parental CHO-K1 cells | ATP EC20, Fluo-8 calcium fluorescence; 0% at ATP EC20, 100% at ATP max | activation, % at 3 µM | actives 0.02% (n = 360,000);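 active = activation above the run cutoff, the mean activation of all test compounds plus 3 SD, cut at about 40% in these data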;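 also: peak over basal fluorescence ratio in a 140 s read after ATP addition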
M5 PAM – potentiates acetylcholine response at human M5 receptor. P08912. CHO-K1 hM5, Fluo-8 calcium, ACh EC20 PAM; 0% = ACh EC20, 100% = ACh EC100. activation, % at 3 µM. actives 0.3% (n = 360,000). AID 624038;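 active = activation above the run cutoff, the mean activation of all test compounds plus 3 SD, cut at about 18% in these data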
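system = human M5 receptor in CHO-K1 cells | compound = one concentration, 3 µM final (nominal) | schedule = Post-acetylcholine fluorescence recording 140 s | signal = Fluo-8 calcium dye fluorescence, kinetic read | benchmarks = low control EC20 acetylcholine (0%), high control EC100 acetylcholine (100%) | repeats = singlicate, one well per test compound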
M1 ag parental – counter-screen for M1 agonists: effect in parental CHO-K1 cells; Fluo-8 calcium fluorescence; scaled to maximal ATP response, vehicle zero; AID 602248; activation, % at 3 µM; actives 0.48% (n = 360,000); in the data active = activation above about 15%;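 also: untransfected CHO-K1 host cells lacking M1 receptor as counterscreen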
CHRM4 agonist – CHRM4 agonism in calcium assay; AID 624127; actives 0.14% (n = 360,000); CHO-K1 hM4/Gqi5, Fluo-8 calcium fluorescence; vehicle 0%, full acetylcholine response 100%; activation, % at 3 µM;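 active = activation above the run mean over all test wells plus 3 SD, cut at about 32% in these data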;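 also: peak over basal fluorescence ratio per well then scaled between controls; 0% = DMSO wells and 100% = acetylcholine at EC100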
An asterisk follows results filed as active.

nr	Molecule	CHRM4 PAM	CHRM4 antagonist	CHRM5 agonist	CHO-K1 Ca antag	CHRM5 antagonist	CHO-K1 Ca PAM	M5 PAM	M1 ag parental	CHRM4 agonist
1	CCc1ccc(OCC(=O)OCC(=O)NC2CCCC(C)C2C)cc1 (stereo unspecified)	6	-5	1	-12	1	11	8	0.5	1
2	CC1CC(CC(C)C(=O)Nc2nncs2)C(=O)O1 (stereo unspecified)	0	-2	2	-20	-5	14	4	0.4	1
3	CC1CCN(C(=O)Cn2cc(SCC(=O)NCC3CCCO3)c3ccccc32)CC1 (stereo unspecified)	-2	-8	3	7	9	-9	-2	0.2	2
4	O=C(Cn1cnc2ccccc2c1=O)N1CCc2ccccc2C1	10	-5	-1	-17	10	14	-9	0.5	5
5	COc1ccc(C)cc1S(=O)(=O)N(C)CC(=O)N1CCC(C)CC1	-2	-5	0	-4	1	9	1	0.2	2
6	Cc1cc(Nc2ccccc2)nc(N)n1	12	-5	-1	-9	-1	18	2	1.0	1
7	C=CCn1c(SCC(=O)Nc2ccccc2C)nnc1-c1ccncc1	2	-9	-1	-6	6	11	-5	0.3	1
8	Cc1cc2c(ccc3c2no[n+]3[O-])nn1	1	13	-1	-6	0	8	-2	0.6	0
9	CCOC(=O)N1CCC(NS(=O)(=O)c2cc3c(cc2Br)CCN3C(=O)CC)CC1	0	-9	2	-11	2	14	3	0.3	2
10	CC1(OC(=O)c2cccs2)C(=O)C=C2C=C(C3CC3)OC=C2C1=O (stereo unspecified)	8	9	3	4	7	6	3	0.0	3
11	Cc1ccc(Nc2nc(C(=O)N3CCC(C(=O)NCCN4CCOCC4)CC3)cs2)cc1	3	16	0	-5	4	14	-1	0.0	0
12	Cc1cccc(CC(=O)NCCN2CCCCC2)c1	0	-2	-10	-5	-17	5	2	0.5	1
13	O=C(N/N=C/c1ccccc1)c1[nH]ncc1Br	-7	6	2	2	-8	12	7	2.1	1
14	O=C(O)CCC(=O)c1ccc2sc3ccccc3c2c1	3	-13	3	-19	1	14	0	2.2	2
15	O=C(Cc1ccccc1F)NC1CCSc2ccccc21 (stereo unspecified)	-3	0	-7	-6	-3	-8	-4	-0.3	1
16	O=C(NCC(=O)N1CCCCCCC1)c1ccc(Br)o1	3	0	-2	14	1	10	6	-0.1	0
17	COc1ccc(-n2c3c(cc(C(=O)NCc4ccco4)c2=O)C(=O)CC(C)(C)C3)cc1	-12	4	1	-12	6	2	-1	0.2	1
18	Cc1cccc(C(=O)O)c1[N+](=O)[O-]	4	-1	0	-12	-4	14	0	-0.6	1
19	CC(=O)Cc1nsc(NC(=O)c2ccc(COc3ccccc3Cl)o2)n1	-7	-1	3	8	9	-20	-4	4.7	10
20	O=C1c2ccccc2-c2n[nH]c(=O)c3ccc(N4CCCCC4)c1c23	0	-5	-1	-6	3	21	-1	0.5	2
21	CCn1nc(C)c(NC(=O)CSc2nnc(-c3ccco3)n2C)c1C	2	2	1	-21	3	14	-4	0.6	2
22	CN(C)CCNc1ccc(CO)c2sc3ccc(O)cc3c(=O)c12	1	2	-2	-7	2	1	-3	-0.2	0
23	COc1ccc(C(=O)NCCc2nnc(SCC(=O)Nc3ccc(Br)cc3)n2C)cc1	5	-4	0	-31	5	31	-7	1.9	6
24	COc1ccc(NS(=O)(=O)c2cccc(C(=O)N3CCN(C(=O)c4ccco4)CC3)c2)cc1	-9	22	9	-12	18	1	-12	7.8	24
25	O=C(NNC(=O)c1ccncc1)NC1CCCCC1	5	2	0	-15	13	18	-1	0.5	2
26	O=C(CNc1cccc(S(=O)(=O)N2CCOCC2)c1)Nc1cccc(Br)c1	-5	-15	7	4	2	-14	-11	7.8	23
27	Cc1ccc(NC(=O)c2ccco2)c([N+](=O)[O-])c1	-3	9	-2	1	0	-6	4	-0.6	0
28	COC(=O)c1ccccc1NC(=O)c1cc(-c2ccc(O)cc2)on1	7	1	1	-11	5	26	0	1.6	0
29	CC1(C(=O)Nc2ccccc2Br)CCN1C(=O)Cc1ccccc1Cl (stereo unspecified)	6	-7	1	-5	-4	-11	-2	0.9	2
30	CC(=O)C1C(c2ccc(O)cc2)NC(=O)NC1(O)C(F)(F)F (stereo unspecified)	-3	-3	2	-6	1	33	-3	0.1	1
31	Cc1ccc(C(=O)NN2C(=O)c3ccc(S(=O)(=O)c4ccc(C(=O)O)cc4)cc3C2=O)cc1	6	1	-3	14	4	-5	0	6.1	0
32	OC(c1ccccc1)(c1nc(/C=C/c2ccccc2)cs1)C(F)(F)F (stereo unspecified)	-5	-4	-1	-15	-6	16	-8	1.0	-1
33	Cc1ccc(NC(=O)Cn2nc(C)cc2C)cc1	-1	-1	2	-3	-1	10	2	0.3	1
34	CC(C)(C)NC(=O)C(=O)NNC(=O)COc1ccc(Br)cc1	-1	5	0	-2	1	16	-5	-0.1	-1
35	COC(=O)c1ccc(NC(=O)NCCCl)cc1	4	-4	-2	-4	-1	-7	5	-0.2	1
36	CC(=O)Oc1ccccc1Cn1c(C)c(C(=O)NCCC#N)sc1=O	6	-8	2	3	0	4	-4	1.0	1
37	CCOC(=O)/C=C1\CN(Cc2cc(OC)c(OC)c(OC)c2)S(=O)(=O)c2ccc(C(F)(F)F)cc21	6	-21	2	-6	14	-9	-8	-0.3	3
38	CC(C)N(C(=O)CSc1nc2ccccc2n1-c1ccccc1)C(C)C	-6	-5	-6	-30	-1	-5	-9	-0.6	-1
39	Cc1ccc(C)c(NC(=O)CN(C)C(=O)C2CCN(C(=O)Nc3ccccc3)CC2)c1	1	-19	0	-10	-6	9	1	0.1	0
40	C=CCOc1ccc(CNn2cn[nH]c2=S)cc1OCC	8	-11	1	-27	4	13	-4	0.0	1
41	C=CCN1C(=O)C(CC(=O)Nc2ccccc2)N(Cc2ccccn2)C1=S (stereo unspecified)	-3	-9	6	1	16	8	-4	4.0	9
42	COc1ccccc1CNC(=O)c1ccc(-c2ccccc2Cl)o1	-5	-16	-6	-11	5	8	-16	0.3	6
43	O=C1COc2ccc(C(=O)COC(=O)c3ncc(Cl)c(Cl)c3Cl)cc2N1	8	-22	-4	9	0	-1	0	0.6	1
44	CC(=O)Oc1c(/C=C(\C#N)C(N)=O)[nH]c2ccccc12	0	-5	15	27*	26	9	-6	8.5	5
45	Cc1ccccc1-n1nnnc1SCC(=O)NCC1CCCO1 (stereo unspecified)	7	-3	-2	-10	7	6	3	1.6	1
46	CC1(C)CC(=O)C=C(NNC(=O)c2cccnc2)C1	-5	0	4	-5	-3	6	7	0.5	2
47	O=c1c(Oc2ccccc2Br)c(C(F)(F)F)oc2c(CN3CCCC3)c(O)ccc12	2	5	-1	-12	-2	14	0	0.2	2
48	COc1ccc(OC)c(NC(=O)CCN2CCN(c3ccccc3F)CC2)c1	-9	12	-2	-10	-3	-5	-1	0.6	0
49	CCCC(=O)Nc1ccc2c(c1)nc(CN1CCCCC1)n2C	12	4	-2	-6	7	17	-4	0.5	0
50	COc1cccc(C(=O)N2CCC[C@H]2C(=O)N2CCC[C@H]2C(=O)NCc2ccccn2)c1	19	-6	2	-24	-12	20	3	1.7	1
51	O=C(CCCCO)c1ccc(O)c(Cl)c1	2	12	-1	-16	13	12	-3	1.0	2
52	CCOC(=O)C1CCN(C(=O)CSc2n[nH]c(=O)[nH]c2=O)CC1	21	8	-2	-11	-5	15	7	0.6	0
53	COCCN=C1Sc2nc3cc(C)c(C)cc3cc2CN1Cc1cccs1	5	-8	2	-11	0	13	9	1.1	-1
54	O=C(CSc1nnc(COc2ccccc2F)n1-c1ccccc1)NCc1ccco1	14	-8	-2	-6	-3	5	0	0.8	2
55	O=c1cc(-c2cccc(Br)c2)oc2cccc(O)c12	10	-7	3	-15	-6	22	8	1.9	1
56	Cc1cc2c(cc1S(=O)(=O)NCCc1ccccc1)NC(=O)CO2	2	9	4	1	1	8	0	2.7	5
57	CC1=C(C(=O)N2CCOCC2)CC(CC(=O)NC2CCCC2)C(=O)N1Cc1ccc(F)cc1 (stereo unspecified)	7	-9	0	1	3	19	4	2.9	1
58	Cc1ccc(CC(=O)N2CCN(c3cccc(C(F)(F)F)c3)CC2)cc1	-12	28*	4	15	16	4	-17	7.3	17
59	COc1cccc(CN2CCN(Cc3nc4c(s3)CCCC4)CC2CCO)c1 (stereo unspecified)	-2	4	-3	-7	10	17	-6	4.0	4
60	COc1ccc(Nc2nc(OC)nc(N3CCOCC3)n2)cc1	-2	19	2	-3	1	22	4	1.1	1

Continuation:
nr	Molecule	CHRM4 PAM	CHRM4 antagonist	CHRM5 agonist	CHO-K1 Ca antag	CHRM5 antagonist	CHO-K1 Ca PAM	M5 PAM	M1 ag parental	CHRM4 agonist
61	COc1ccc(CNC(=O)NC(C)(C)c2cccc(C(C)(C)NC(=O)NCc3ccc(OC)cc3)c2)cc1	4	4	-1	19	-2	-11	-4	-0.1	0
62	COc1ccc(/C=C/c2nc(C#N)c(NCCN(C)C)o2)cc1OC	-4	3	-2	-5	4	7	-1	-0.1	1
63	COc1ccc(C(=O)NCc2ccc(C)cc2)cc1S(=O)(=O)N1CCCc2ccccc21	-4	-6	-3	-2	4	15	-3	1.0	1
64	CCC(C)C(CO)NCCCn1cnc2c(OCc3ccccc3)ncnc21 (stereo unspecified)	3	-15	0	-6	3	17	2	0.5	1
65	O=C(CN1CCN(S(=O)(=O)c2ccc(Br)cc2)CC1)Nc1ccccc1F	-3	2	-3	-12	-10	-7	-7	0.7	0
66	O=S(=O)(c1ccc(F)c(F)c1)N1CCC2(CC1)OCCO2	6	-7	-8	-1	15	9	-4	0.5	1
67	CC(OC(=O)c1ccncc1)C(=O)Nc1cccc(Cl)c1 (stereo unspecified)	1	-2	-5	-4	2	19	-6	1.0	1
68	C[C@H](CO)N1C[C@H](C)[C@@H](CN(C)C(=O)NC2CCCCC2)OCc2cnnn2CCCC1=O	1	4	0	-11	0	17	4	0.4	0
69	Cn1ncc2cc(NC(N)=S)ccc21	9	-1	1	-7	3	13	2	0.7	1
70	Cc1nn(-c2ccccc2)c(C)c1C(=O)OC(C)C(=O)NC1CCCCC1 (stereo unspecified)	-8	-4	6	-1	9	0	-38	10	28
71	O=C(/C=C/c1cccs1)NC(=S)NNC(=O)c1ccccc1O	-2	-6	11	8	2	-10	-4	7.0	9
72	Cc1nnsc1C(=O)NNc1ccc(C(C)(C)C)cc1	3	-3	-2	-9	1	-2	9	0.1	0
73	CC(Oc1ccc(F)cc1)C(=O)N(CCC1=CCCCC1)c1c(N)n(Cc2ccccc2)c(=O)[nH]c1=O (stereo unspecified)	0	-7	0	-9	6	11	1	1.0	0
74	Nc1ncnc2nc(SCC(=O)Nc3ccccc3F)[nH]c12	-2	0	-2	-17	2	7	4	0.5	1
75	CCc1nc(Nc2cccc(O)c2)c2oc3ccccc3c2n1	-8	-12	-1	-5	12	18	-7	3.5	16

Part of the list above, as labelled records:
64	CCC(C)C(CO)NCCCn1cnc2c(OCc3ccccc3)ncnc21 (stereo unspecified)
  CHRM4 PAM = 3
  CHRM4 antagonist = -15
  CHRM5 agonist = 0
  CHO-K1 Ca antag = -6
  CHRM5 antagonist = 3
  CHO-K1 Ca PAM = 17
  M5 PAM = 2
  M1 ag parental = 0.5
  CHRM4 agonist = 1
73	CC(Oc1ccc(F)cc1)C(=O)N(CCC1=CCCCC1)c1c(N)n(Cc2ccccc2)c(=O)[nH]c1=O (stereo unspecified)
  CHRM4 PAM = 0
  CHRM4 antagonist = -7
  CHRM5 agonist = 0
  CHO-K1 Ca antag = -9
  CHRM5 antagonist = 6
  CHO-K1 Ca PAM = 11
  M5 PAM = 1
  M1 ag parental = 1.0
  CHRM4 agonist = 0

Compound activity deposited in PubChem BioAssay by The Scripps Research Institute Molecular Screening Center.

An unsorted share of the library (roughly 2.7% active in at least one column).
